# Screening data from PubChem.
# HIV Rev-RRE inh: HIV-1 Rev-RRE binding inhibitors, primary screen, biochemical, FRET, protein-RNA interaction. inhibition, % at 8 µM. Rev peptide-RRE RNA binding. AID 704, 2007. 0.79% of 97,000 active. P05866;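 active means inhibition above the screen-wide mean plus 3 SD, cut at about 35% in these data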;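 further: 0% = median DMSO wells and 100% = median Neomycin B control wells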
# Target sequence (P05866 whole entry, looked up): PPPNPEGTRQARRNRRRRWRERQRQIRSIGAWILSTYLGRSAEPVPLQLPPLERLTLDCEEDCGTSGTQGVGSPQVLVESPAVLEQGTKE
#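 Test system: labelled RRE RNA duplex and labelled Rev peptide. Times: 5 min compound–RNA preincubation, then 15 min with peptide, 25 °C. Doses: single-dose 8 µM. Measured by: FRET, excitation 480 nm, emission 540 nm donor and 671 nm acceptor. Measure: % inhibition of FRET ratio versus controls.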
# FAK blocker: FAK kinase inhibitors, primary screen, biochemical; AID 727, 2007; 0.84% of 97,000 active; inhibition, %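 (tested at 7 µM)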; biochemical FAK kinase activity assay; Focal adhesion kinase 1 (Homo sapiens), Q05397; in the data active means inhibition above about 19%;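 further: 0% = DMSO and 100% = reference compound high control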
# PLK1 kinase inh: human PLK1 kinase inhibitors, primary screen, biochemical, TR-FRET. 0.53% of 97,000 active. inhibition, % at 10 µM. Serine/threonine-protein kinase PLK1 (Homo sapiens), P53350. recombinant PLK1 kinase, TR-FRET peptide phosphorylation;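 active means inhibition of 50% or more in the single-concentration screen; inactive means inhibition below 50%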;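 further: 0% = DMSO max control and 100% = H-89 dihydrochloride min control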
# Target sequence (P53350 whole entry, looked up): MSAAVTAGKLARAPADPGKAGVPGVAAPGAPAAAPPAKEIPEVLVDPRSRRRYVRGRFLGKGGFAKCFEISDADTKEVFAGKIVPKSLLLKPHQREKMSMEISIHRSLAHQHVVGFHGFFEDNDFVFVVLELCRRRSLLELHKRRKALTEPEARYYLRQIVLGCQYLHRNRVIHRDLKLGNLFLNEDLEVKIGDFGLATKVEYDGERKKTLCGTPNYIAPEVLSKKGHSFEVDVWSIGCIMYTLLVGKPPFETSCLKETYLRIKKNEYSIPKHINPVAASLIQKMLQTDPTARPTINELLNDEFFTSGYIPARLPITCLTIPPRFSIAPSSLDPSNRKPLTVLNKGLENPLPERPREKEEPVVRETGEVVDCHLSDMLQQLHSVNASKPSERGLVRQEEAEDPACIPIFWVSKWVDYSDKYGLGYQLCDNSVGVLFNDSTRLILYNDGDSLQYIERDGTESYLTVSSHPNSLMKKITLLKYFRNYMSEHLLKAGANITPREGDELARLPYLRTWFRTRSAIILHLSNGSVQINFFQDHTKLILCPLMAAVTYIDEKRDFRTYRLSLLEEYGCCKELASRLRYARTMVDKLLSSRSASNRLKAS
# EphB4 ephrin blk: EphB4-ephrin-B2 interaction antagonists, primary screen, biochemical, TNYL-RAW peptide probe, fluorescence polarization | inhibition, % at 7 µM | AID 720, 2007 | 0.15% of 97,000 active | EphB4 LBD / TNYL-RAW-Alexa532 peptide;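 active means inhibition above the screen-wide mean inhibition plus 3 SD, cut at about 15% in these data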;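 further: 0% = DMSO wells and 100% = excess unlabeled TNYL-RAW peptide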
# cytoskel mod: modifiers of F-actin cytoskeleton organization, primary screen, imaging, HUVEC, phalloidin staining, high-content imaging | HUVEC TNFa F-actin phalloidin imaging | inhibition, % at 2 µM | 0.18% of 91,000 active;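 active means inhibition above the batch mean plus 3 SD and confirmed as a hit by visual image inspection, cut at about 30% in these data, passing the limit was not always enough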; further: strong numbers were not always called active
# PTPN22 act: LYP phosphatase activators, primary screen, biochemical, DiFMUP fluorescence, 2 µM | Tyrosine-protein phosphatase non-receptor type 22 (Homo sapiens), Q9Y2R2 | recombinant LYP; 0 = plate median, 100 = signal doubled | activation, % at 2 µM | 0.11% of 96,000 active;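 active means activation at 2 µM above a set limit, the mean plus 5 SD, cut at about 37% in these data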
# LYP inh 2: PTPN22 phosphatase inhibitors, primary screen, biochemical, DiFMUP fluorescence, 2 µM; recombinant LYP catalytic domain; inhibition, % at 2 µM; 0.21% of 96,000 active;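 active means inhibition at 2 µM at or above a set limit, the screen mean plus 3 SD, cut at about 24% in these data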;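 further: 0% = DMSO with enzyme and 100% = enzyme fully blocked by orthovanadate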
# PLK1 PBD inh: Plk1 polo box domain binding inhibitors, primary screen, biochemical, fluorescence polarization; Serine/threonine-protein kinase PLK1 (Homo sapiens), P53350; Plk1 PBD phosphopeptide binding; inhibition, %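 (tested at about 20 µM)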; 0.13% of 97,000 active; in the data active means inhibition above about 34%, passing the limit was not always enough
# PTK2B oligo ant: antagonists of Pyk2 self-association, primary screen, Q293 cells, FERM NanoBiT luminescence, HTS; Protein-tyrosine kinase 2-beta (Homo sapiens), Q14289; AID 1347419, 2020; hits give low values; 0.83% of 99,000 active; z-score (the deposit names both 25 µM and 10 µM);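 active means Z-score of -3 or lower, scaled per plate to the spread of control and sample wells; inactive means z-score above -3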;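 further: negative z-score means lost luminescence so less FERM oligomerization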
# * = called active by the depositor; . = no result given.
HIV Rev-RRE inh,PTPN22 act,EphB4 ephrin blk,PTK2B oligo ant,FAK blocker,LYP inh 2,cytoskel mod,PLK1 PBD inh,PLK1 kinase inh,structure
2,-3,5,-1,-2,2,0,-17,-10,Cc1cccc(C)c1OCC(=O)Nn1c(COc2ccccc2)nc2ccccc2c1=O
8,-6,5,0.6,4,4,56,5,-3,CCN(CC)CCCn1c(=S)[nH]c2ccccc2c1=O
14,-4,8,0.99,-3,6,.,1,-8,O=C(COC(=O)c1cccc2ccccc12)Nc1ncc(C(F)(F)F)cc1Cl
14,-11,-7,.,2,9,3,-18,-3,Cc1ccccc1CS(=O)(=O)CCC(=O)NCCN1CCN(c2cccc(Cl)c2)CC1
-1,14,-2,0.1,2,-13,-7,5,-2,COc1cccc(C(=O)Nc2nc3ccccc3[nH]2)c1
4,3,-3,-0.74,-1,-3,23,2,19,CCC(C(=O)Nc1cc(C)nn1-c1nc(C)cc(C)n1)c1ccccc1 (stereo not given)
1,-4,0,-0.13,0,4,-18,13,1,COc1ccccc1-n1cnc2cc(NC(C)=O)ccc21
5,2,-5,.,3,-3,2,-8,0,O=C(CN1C(=O)C2C3C=CC(C3)C2C1=O)Nc1ccc2nccnc2c1 (stereo not given)
7,-4,7,0.66,2,4,13,-26,-11,CCCCNC(=O)NC1C(NC(=O)NCCCC)N(C)C(=O)N1C (stereo not given)
8,2,-2,-0.36,2,2,11,27,-6,Cc1ccc(NC(=O)c2c(C)nn(-c3ccccc3)c2Cl)c(C)c1
0,3,3,2.5,1,0,18,-14,-10,Cc1nnc(SCC(=O)NCc2ccco2)n1-c1ccccc1
2,5,5,-1.5,0,-3,-17,-6,-8,COc1cc(-c2nc(-c3ccc4c(c3)-c3ccccc3S4(=O)=O)c(-c3ccccc3)[nH]2)cc(OC)c1O
2,-6,5,1.8,-2,4,0,3,-6,COc1ccc(N(CC(=O)NCC2CCCO2)S(=O)(=O)c2c(C)noc2C)cc1 (stereo not given)
0,4,1,0.49,1,-1,0,-12,-6,COc1ccc2c(c1)c(C(O)CN1CCC(Cc3ccccc3)CC1)c(C)n2C (stereo not given)
-2,-12,1,-0.47,6,15,-20,-30,1,O=C(Nc1ccc2c(c1)OCO2)c1cc2nc(C3CC3)cc(C(F)(F)F)n2n1
0,-4,-1,-0.06,-7,3,-8,11,-13,N#Cc1ccc(NC(=O)CN2C(=O)NC(Cc3ccccc3)C2=O)cc1 (stereo not given)
6,7,9,-0.08,4,-9,-7,11,-11,O=C(O)c1ccc2c(c1)ncn2C1CCCCC1
5,0,1,-0.64,0,3,-1,-20,-7,O=C(N/N=C/c1cccnc1)C(O)(c1ccccc1)c1ccccc1
11,-10,3,.,-7,6,-3,10,-5,CCS(=O)(=O)NCC(c1cccnc1)N1CCN(c2ccccc2)CC1 (stereo not given)
4,-7,1,.,3,4,-8,18,8,O=C(CCSCCc1ccccn1)Nc1nccs1
-1,1,3,-0.33,0,-1,8,-23,-11,C=CCSc1[nH]c(=O)cc(C)c1C(N)=O
9,-13,0,-0.31,-1,12,30,23,-2,Cc1ccc(-c2cccc(NC(=O)C3C(C(=O)O)[C@@H]4C=C[C@H]3C4)c2)o1 (stereo not given in full)
1,0,0,-0.24,0,0,7,5,-7,Cc1ccc(NC(=O)c2ccc(-n3cccn3)c([N+](=O)[O-])c2)cc1C
-2,1,1,-0.64,-3,0,-5,-2,-10,CCn1c(SCC(=O)NC(C)C)nnc1-c1cccs1
4,0,7,-0.63,8,-1,-26,8,-17,Cc1c(C2CC(=O)N(c3ccccc3)C2=O)[nH]n(-c2ccccc2)c1=O (stereo not given)
12,-5,5,0.65,4,3,10,26,-3,O=C(C1=C(O)C(=O)N(CCc2ccccc2)C1c1cccnc1)c1ccco1 (stereo not given)
13,-1,0,-0.34,-2,-2,-10,-8,-7,CC(C)CNS(=O)(=O)c1ccc(OCC(=O)Nc2ccc3c(c2)OCO3)c(Cl)c1
6,8,3,0.31,0,-9,42,-7,-4,CC(=O)CC(=O)NC1C2CC3CC(C2)CC1C3 (stereo not given)
5,-8,-1,1.7,3,7,8,-23,1,Cn1c(CNC(=O)Cc2ccc3c(c2)OCO3)nnc1SCc1ccccc1
-4,12,0,0.41,-6,-8,18,-17,-13,COC(=O)c1cccnc1N1CCN(c2ccccc2F)CC1
25,-3,-2,-2.3,-1,6,-10,15,-3,Cc1ccc(Sc2ccc(/C=N/O)cc2[N+](=O)[O-])cc1
2,0,0,0.42,0,-4,2,0,1,Cc1cc(N(C)C)c(C#N)c(N2CCCCC2)n1
5,-2,-10,-0.4,0,-1,0,7,-9,O=C(NCc1ccco1)C1CCN(C(=O)Cc2ccccc2)CC1
10,4,1,.,0,-4,-1,9,-19,CCCc1cc(C(=O)Nc2cc(OC)c(Cl)cc2OC)no1
9,-4,-1,-2.7,1,4,-2,-3,-8,COc1ccccc1C(=O)Nc1ccc(S(=O)(=O)N2CCc3ccccc32)cc1
5,4,-8,-0.07,-2,-1,-11,-26,-3,C=CCSc1nc(C)cc(/C=C\c2ccccc2)c1C#N
-1,4,2,-1.1,4,-10,0,-7,-8,O=C(Nc1ccc(N2CCOCC2)c(Cl)c1)c1ccc(Br)o1
3,0,13,-0.67,7,5,14,4,11,O=C(CCN1C(=O)S/C(=C\c2ccccc2)C1=O)N1CCOCC1
6,1,0,.,2,-3,1,9,-4,O=C(Cn1c(=O)oc2cc(S(=O)(=O)N3CCc4ccccc43)ccc21)NC1CCCC1
8,-2,4,0.03,3,-2,2,18,-3,CC(=O)Nc1cccc(C(=O)Nc2ccccc2N2CCOCC2)c1
-1,14,-2,0.03,-1,-13,-10,-7,-11,O=C1c2ccccc2S(=O)(=O)N1Cc1nc2ccccc2s1
4,-3,-2,0.28,3,1,6,13,-9,Cc1ccc2c(c1)N(CC(=O)N1CCCCC1c1cccnc1)C(=O)CO2 (stereo not given)
21,9,-2,0.05,3,-6,-9,-18,4,NS(=O)(=O)c1ccc2c(c1)C1C=CCC1C(C1CC=CCC1)N2 (stereo not given)
2,-14,-4,0.06,-2,11,7,19,-6,O=C(COn1nnc2ccccc21)NCC1CCCCC1
3,-2,-4,1.1,3,0,8,-25,-9,CC(C)C1Oc2ccccc2N(CC(=O)NCCCN2C(C)CCCC2C)C1=O (stereo not given)

# Results in LYP inh 2, FAK blocker and PTK2B oligo ant, for some of the entries so far:
smiles	LYP inh 2	FAK blocker	PTK2B oligo ant
COc1ccccc1C(=O)Nc1ccc(S(=O)(=O)N2CCc3ccccc32)cc1	4	1	-2.7
C=CCSc1nc(C)cc(/C=C\c2ccccc2)c1C#N	-1	-2	-0.07

# Further compounds:
HIV Rev-RRE inh,PTPN22 act,EphB4 ephrin blk,PTK2B oligo ant,FAK blocker,LYP inh 2,cytoskel mod,PLK1 PBD inh,PLK1 kinase inh,structure
9,-7,-7,-1.6,1,8,-7,-6,-4,Cc1ccc(NC(=O)CCC(=O)c2cccs2)cc1
4,4,-2,1,1,-9,3,5,-7,O=C(O)C1CC=CCC1C(=O)Nc1cc(Cl)ccc1Cl (stereo not given)
13,1,-3,.,0,-4,4,-17,-8,c1cncc(-c2nnc(SCc3cccc4ccccc34)o2)c1
5,-14,3,-0.39,-2,17,1,22,-13,Cc1nc2ccccc2n2c(-c3ccccc3)c3c(=O)n(C)c(=O)n(C)c3c12
8,-8,7,-0.8,0,8,-8,-18,-7,C=CCn1c(SCC(=O)Nc2ccc(C(=O)OCC)cc2)nnc1-c1sc(N)nc1C
-5,2,-7,-0.02,-5,-5,-20,19,-2,O=C(CCCC(=O)N(CC(=O)NC1CCCCC1)CC1CCCO1)Nc1ccccn1 (stereo not given)
3,-6,0,0.42,0,4,-34,-33,0,CCOc1ccc2[nH]cc(C(=O)O)c(=O)c2c1
4,4,-4,-0.13,-1,-1,-2,18,-8,COCCn1nnnc1C(c1ccccc1OC)N1CCc2ccccc2C1 (stereo not given)
2,14,-8,0.96,2,-16,-1,-6,-4,Cc1ccc(S(=O)(=O)N(C)CC(=O)N2CCCc3ccccc32)cc1
4,1,0,-0.51,0,-4,.,3,0,Cc1ccc(-c2[nH]nc3c2C(c2cccnc2)C(C#N)=C(N)O3)cc1 (stereo not given)
2,-3,5,-2.1,-1,6,5,16,-3,COc1ccccc1-n1c(SCC(=O)Nc2ccc3c(c2)OCO3)nc2c(c1=O)SCC2
-1,-7,1,0.58,-1,3,-5,-19,-6,CC(C)OC(=O)CSc1nnc(Cc2ccccc2)n1Cc1ccco1
10,0,8,-0.44,2,-1,-2,3,5,Cc1ccc2oc(=O)n(Cc3ccccc3OC(C)C)c2c1
6,0,-2,0.57,6,0,5,-3,0,COC(=O)c1cc2ccccc2oc1=O
10,7,0,-2.4,3,-3,0,1,-9,COC(=O)c1ccc(COC(=O)c2ccc(N(C)C)cc2)cc1
7,2,3,0.51,0,1,36,-20,-8,CCOc1ccccc1NC(=O)C1CCCN(C(=O)NCc2ccccc2)C1 (stereo not given)
5,1,3,0.04,10,-3,6,-18,-18,N#Cc1nc(-c2ccco2)oc1NCCCN1CCOCC1
7,.,1,0.38,4,.,.,-7,-11,COc1cc(/C=C(/C#N)c2ccccc2)ccc1Oc1ccc([N+](=O)[O-])cn1
10,-12,14,0.13,-1,16,6,0,-10,Cc1cc(=O)[nH]c(-n2[nH]c(C)cc2=O)n1
7,-2,3,.,-3,2,4,-33,-10,CCOc1ccc(C2NC(=O)c3n[nH]c(C)c32)cc1 (stereo not given)
-3,-4,-4,-0.44,-2,2,-53,-16,-16,CCOc1ccc(NC(=O)C2CC(=O)NC(N3CCc4ccccc43)=N2)cc1 (stereo not given)
-2,7,-6,0.89,-5,-9,-2,13,-11,COc1cc(OC)cc(C(=O)N(CN2CCCC2=O)c2ccccc2OC)c1
1,2,1,1.2,-2,-2,26,5,-5,CCOC(=O)C(O)(CCC(O)(C(=O)OCC)C(=O)OCC)C(=O)OCC
2,19,-8,0.11,1,-22,-44,12,-5,COc1ccc(Cn2c(C)c(C)c(C#N)c2NC(=O)Nc2ccc(Cl)cc2)cc1
4,12,3,-0.67,-1,-10,14,6,-4,COc1ccccc1NC(=O)c1nn(C)cc1Br
-1,2,-6,0.04,3,-6,-5,-27,-2,C=CCn1c(SCC(=O)c2c(N)n(CCC)c(=O)n(C)c2=O)nc2sc(CC)cc2c1=O
8,1,-3,-1.2,3,-4,6,-22,1,O=C(NCc1ccco1)c1cc2ccccc2o1

# Rewritten with two lines to a compound: 5 of the compounds above
# Results follow in this order: HIV Rev-RRE inh	PTPN22 act	EphB4 ephrin blk	PTK2B oligo ant	FAK blocker	LYP inh 2	cytoskel mod	PLK1 PBD inh	PLK1 kinase inh
CCOc1ccccc1NC(=O)C1CCCN(C(=O)NCc2ccccc2)C1 (stereo not given)
    7	2	3	0.51	0	1	36	-20	-8
N#Cc1nc(-c2ccco2)oc1NCCCN1CCOCC1
    5	1	3	0.04	10	-3	6	-18	-18
COc1cc(/C=C(/C#N)c2ccccc2)ccc1Oc1ccc([N+](=O)[O-])cn1
    7	.	1	0.38	4	.	.	-7	-11
Cc1cc(=O)[nH]c(-n2[nH]c(C)cc2=O)n1
    10	-12	14	0.13	-1	16	6	0	-10
CCOc1ccc(C2NC(=O)c3n[nH]c(C)c32)cc1 (stereo not given)
    7	-2	3	.	-3	2	4	-33	-10
